Source: PubChem BioAssay
FBPA coupling cs: counter-screen for Giardia aldolase inhibitors: coupling enzyme system. activity change, negative = inhibition, % at 58.2 µM, hits read low. AID 2472. 0.67% of 290,000 active. coupling enzyme system counterscreen, AmpLite Red fluorescence; in the data active = activity change below about -30%; also: % is scaled to controls: 0 for no effect and ±100 for the full control effect
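First, compound is pin-transferred into glyceraldehyde-3-phosphate coupling-enzyme reagent at 57.5 uM final and held 10 min at RT. Next, substrate, coupling system and AmpLite Red are added. After 20 min RT, fluorescence (525/598 nm) is read.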
Tb PFK block: T. brucei PFK enzyme inhibition. 0.17% of 330,000 active. O15648. T. brucei PFK, ADP-Glo luminescence. Potency, µM (series often up to 57.5 µM), for the others: at the top dose activity, negative = inhibition, most hits filed as inhibitors;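 also: potency is read from the fitted curve at half-maximal effect; 0% = uninhibited 1x PFK enzyme wells and -100% = no-enzyme wells; nearly all actives have a fitted effect of over 60% in size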
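Compounds were pin-transferred as a titration series up to 57 uM into substrate buffer (0.5 mM F6P, 0.1 mM ATP, pH 8.0), then 1.25 nM PFK was added and reactions ran 45 min before ADP-Glo detection.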
PTAP TSG101 blk: blocks PTAP/TSG101 interaction to inhibit HIV-1 budding | Fluorescence polarization, FITC-PTAP peptide / Tsg101 binding | Potency, µM (series often up to 115 µM), for the others: top-dose activity change, negative = inhibition, actives largely listed as inhibitors | 340,000 tested, under 10 active | AID 493005; active = well fitted inhibition curve with a large enough effect in the main read-out, with a control signal flat, not every such curve was filed as active; inconclusive = small, poorly fitted or top-dose-only effect, or effect the other way, or a change in a side signal; inactive = no such curve, though single readings can be large or run the other way; also: potency is read from the fitted curve at half-maximal effect; % of control where 0% means no effect
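FP read-out: FITC-PTAP peptide, 50 nM final, binding Tsg101 binding domain, 10 uM final; 20 min, r.t.; 10 mM HEPES pH 7.5, 0.15 M NaCl, 0.01% Tween 20, 3 mM EDTA, 0.1 mM TCEP.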
ASM inhibitor: blocks human secretory acid sphingomyelinase | P17405 | placental ASM, HMU-PC fluorogenic substrate, 60 min | Potency, µM (doses to about 57.5 µM), inactives show at the highest dose activity change, negative = inhibition, actives largely listed as inhibitors | 0.006% of 340,000 active | AID 504937; also: potency is read from the fitted curve at half-maximal effect
Target sequence (P17405 47-631 limits assumed): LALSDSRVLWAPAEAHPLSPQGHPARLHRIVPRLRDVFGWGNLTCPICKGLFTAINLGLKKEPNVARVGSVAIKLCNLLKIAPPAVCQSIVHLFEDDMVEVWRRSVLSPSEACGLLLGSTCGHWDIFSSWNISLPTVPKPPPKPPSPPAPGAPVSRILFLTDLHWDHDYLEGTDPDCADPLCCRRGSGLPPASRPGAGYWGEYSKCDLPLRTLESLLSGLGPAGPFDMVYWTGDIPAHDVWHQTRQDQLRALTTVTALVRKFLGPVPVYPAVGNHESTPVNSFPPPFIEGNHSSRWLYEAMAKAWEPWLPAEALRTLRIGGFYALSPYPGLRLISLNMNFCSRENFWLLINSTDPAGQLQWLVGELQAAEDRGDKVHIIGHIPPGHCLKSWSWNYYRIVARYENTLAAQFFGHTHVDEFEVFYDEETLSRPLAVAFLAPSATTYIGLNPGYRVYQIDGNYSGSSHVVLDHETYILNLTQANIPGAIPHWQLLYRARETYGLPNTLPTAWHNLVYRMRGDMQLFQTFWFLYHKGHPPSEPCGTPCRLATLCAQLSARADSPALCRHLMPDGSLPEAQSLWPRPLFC
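Fluorogenic HMU-PC substrate (9 uM final) is turned over by placental ASM in 60 min at 37 C after a 10 min compound preincubation. Reaction ended by alkaline stop (pH 10), with fluorescence read at 386/447 nm.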
PKM2 activator: PKM2 (human) enzyme activation | Potency, µM (top dose mostly 57.5 µM), for the others: top-dose activation, hits mostly activators | P14618 | 0.34% of 260,000 active | purified PKM2, Kinase-Glo ATP luminescence, activation; response scale: 0% is enzyme alone, no compound | AID 1631; also: potency is read from the fitted curve at half-maximal effect; % is scaled to controls: 0 for no effect and ±100 for the full control effect; nearly all actives have a fitted effect of over 55% in size
Target sequence (P14618 whole entry, looked up): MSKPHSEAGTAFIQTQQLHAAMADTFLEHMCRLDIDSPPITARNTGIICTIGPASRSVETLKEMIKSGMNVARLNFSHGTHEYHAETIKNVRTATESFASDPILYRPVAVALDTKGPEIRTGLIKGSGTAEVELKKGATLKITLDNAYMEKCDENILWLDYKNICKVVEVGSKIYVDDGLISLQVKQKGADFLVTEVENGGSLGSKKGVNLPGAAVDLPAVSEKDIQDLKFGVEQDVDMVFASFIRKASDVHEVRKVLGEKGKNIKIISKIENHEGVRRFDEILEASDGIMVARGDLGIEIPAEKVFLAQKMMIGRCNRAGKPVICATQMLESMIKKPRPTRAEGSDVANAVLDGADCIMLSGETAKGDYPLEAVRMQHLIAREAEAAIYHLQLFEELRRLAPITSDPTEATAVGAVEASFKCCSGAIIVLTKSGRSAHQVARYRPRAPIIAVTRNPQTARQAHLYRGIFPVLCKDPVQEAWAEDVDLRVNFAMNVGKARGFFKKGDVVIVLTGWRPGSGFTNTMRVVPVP
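hPK-M2, >95% pure; 0.1 mM ADP / 0.5 mM PEP final; imidazole pH7.2 buffer w/ 7 mM MgCl2, 50 mM KCl; 1 h RT; Kinase-Glo lum. Intermediate enzyme activity for dual inhibitor/activator qHTS.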
GALK inhibitor: blocks human galactokinase activity | 0.007% of 270,000 active | P51570 | Potency, µM (highest dose often 57.5 µM), for inactives: at the highest dose activity change, negative = inhibition, hits mostly inhibitors | Purified GALK, Kinase-Glo residual ATP luminescence | AID 1868; also: potency is read from the fitted curve at half-maximal effect; % is scaled to controls: 0 for no effect and ±100 for the full control effect
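Luminescence from leftover ATP (Ultra-Glo luciferase/luciferin) served as read-out after a 1 h room-temperature reaction of 5 nM GALK with 35 uM ATP and 100 uM galactose.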
Giardia kill: kills Giardia lamblia | activity change, % at 7.66 µM, hits read low | 0.15% of 340,000 active | Giardia lamblia trophozoite viability; in the data active = activity change below about -80%; inconclusive = between about -30% and that limit;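 also: parasites exposed to compound for two days anaerobically before the ATP read; % is scaled to controls: 0 for no effect and ±100 for the full control effect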
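Giardia trophozoites, 100 cells per well, were exposed to compounds for 48 hrs at 37 deg C under anaerobic conditions; viability was then read as ATP content by bioluminescence after 15-30 min at room temperature.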
Chronic BCR inh: inhibitors of chronic active B-cell receptor signaling; ABC-DLBCL IkBa-CBG/CBR reporter, luminescence ratio, 4 h; Potency, µM (series often up to 46.1 µM), for the others: top-dose ratio change, negative = lower green/red ratio, hits mostly inhibitors; 0.05% of 340,000 active; active = well fitted inhibition curve with a large enough effect in the signal ratio, with a control signal flat, not every such curve was filed as active; inconclusive = small, poorly fitted or top-dose-only effect, or effect the other way, or a change in a side signal; the % refers to the signal ratio;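 also: potency is read from the fitted curve at half-maximal effect; plate controls were basal doxycycline-induced cells for no effect and cells given 10 µM MG132 for full effect; MG132 reads +100%, hits lower the ratio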
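Doxycycline induced both beetle luciferases in TMD8 lymphoma cells; IKK-driven degradation limits the IkappaBalpha-fused green signal, while red luminescence normalises for cell number and nonspecific effects. Compounds tested up to 46 uM, 4 hrs.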
Menin MLL FP TR: menin-MLL binding inhibition, Texas Red mutant peptide; 0.23% of 270,000 active; O00255; Menin + Texas Red MLL mutant peptide, fluorescence polarization; Potency, µM (doses to about 61.6 µM), without a hit: top-dose FP activity change, negative = inhibition, actives largely listed as inhibitors; active = well fitted inhibition curve with a large enough effect in the polarisation, with a control signal flat, not every such curve was filed as active; inconclusive = small, poorly fitted or top-dose-only effect, or effect the other way, or a change in a side signal; inactive = no such curve, though single readings can be large or run the other way; the % refers to the polarisation; also: potency is read from the fitted curve at half-maximal effect; % of control where 0% means no effect; many of its hits are not listed in these tables
a7 integrin act: integrin-mediated muscular dystrophy alleviation activation; alpha7betagal myoblasts, beta-gal FDG fluorescence, 48 h; Potency, µM (titrated, usually from 38.3 µM), without a hit: at the top dose activation, most hits filed as activators; 0.064% of 350,000 active; AID 624291;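 also: potency is read from the fitted curve at half-maximal effect; 100% = response of the positive control SU9516; nearly all actives have a fitted effect of over 60% in size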
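Alpha7betagal+/- myoblasts (passage 13) were plated 16-24 hr, then exposed to compounds (1:260 dilution of DMSO stock) for 48 hours at 37C. After MPER lysis, β-galactosidase reporter activity was read as FDG fluorescence (ex 480/em 540) after 30 minutes.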
B2AR arrestin: agonists driving beta-arrestin recruitment to human beta2-adrenergic receptor; P07550; beta-arrestin recruitment to beta2AR, cell-based reporter; Potency, µM (series often up to 46.1 µM), inactives show top-dose activation, hits mostly activators; 0.02% of 330,000 active; AID 492947;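 also: potency is read from the fitted curve at half-maximal effect; 0% = DMSO controls and full agonism = EC100 isoproterenol or metaproterenol; nearly all actives have a fitted effect of over 65% in size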
Active calls of the source: *; ? = inconclusive; · = not tested or not shown; & = joins results of further samples; [ ] = dose if it differs, or a comment. Unless noted, calls follow the shape of the dose curve; as a rule, active = well fitted curve in the direction sought with a large enough effect; inconclusive = small, poorly fitted or top-dose-only effect, or another doubt; inactive = no such curve, though single readings can be large; an effect the other way counts as inactive or inconclusive.

SMILES | FBPA coupling cs | Tb PFK block | PTAP TSG101 blk | ASM inhibitor | PKM2 activator | GALK inhibitor | Giardia kill | Chronic BCR inh | Menin MLL FP TR | a7 integrin act | B2AR arrestin
O=C1NC(c2ccccc2O)Nc2ccccc21 (centres undefined) | 1 | 1% | -3% | 10% | 0% | 4% | 11 | ? | 0% | 16% | 0.0%
Cc1ccc2c(Cl)c(C)c(N3CCCCC3)nc2n1 | 3 | 10% | -4% | · | 3% | -1% | -20 | 1% | 4% | -8% | -1.1%
O=C(CCNC(=O)OCc1ccccc1)NC1CCCCC1 | -4 | -2% | -1% | -1% | 1% | 1% | 16 | 3% | -2% | -16% | -0.1%
CCOC(=O)N1CCN(C(=O)CSc2nnc(COc3ccccc3)o2)CC1 | 2 | -4% | -6% | 2% | 3% | 0% | -13 | -11% | -5% | 0% | 0.1%
COc1ccc(C(CC(=O)N2CCOCC2)c2c(OC)cc(OC)c3c(-c4ccccc4)cc(=O)oc23)cc1 (centres undefined) | 4&8 | -13% | · | 4% | 23% | -4% | ? | -16% | -26% | -1% | 0.3%
OC(COC(c1ccccc1)c1ccccc1)CN1CCN(c2cccc(Cl)c2)CC1 (centres undefined) | -8 | -7% | -1% | -8% | -1% | -3% | -3 | 1% | -20% | 7% | -0.4%
C[C@H](NC(=O)Nc1cccc(C(F)(F)F)c1)C(=O)O | 0 | 0% | -6% | 0% | 5% | 1% | -7 | 7% | 4% | 10% | 2.5%
Cc1ccc(S(=O)(=O)N(C)C)cc1NC(=S)NC12CC3CC(CC(C3)C1)C2 | -4 | 8% | -5% | 0% | 3% | 3% | -8 | -6% | 5% | -14% | -0.5%
O=C(NCc1ccccc1)C(c1ccccc1)N(Cc1ccc2c(c1)OCO2)C(=O)Cc1cccs1 (centres undefined) | 0 | 0% | 0% | 0% | -14% | 0% | 1 | 8% | -9% | -17% | 0.4%
Cc1cccc(NC(=O)CN2CCN(C(=O)c3cncn3-c3ccc(F)cc3)CC2)c1C | · | -10% | -2% | 0% | · | · | ? | 2% | · | -12% | 0.3%
O=C(N=C1SC2CS(=O)(=O)CC2N1c1ccc(F)c(Cl)c1)C1CCCO1 (centres undefined) | · | -2% | -4% | -1% | · | -2% | 2 | -1% | · | 13% | 0.1%
Cc1ccc(N2C(=O)N(c3ccc(C)cc3)C3CS(=O)(=O)CC32)cc1 (centres undefined) | 0 | 4% | 0% | 1% | 0% | -2% | -11 | 2% | 0% | 17% | 0.2%
CCOC(=O)c1c(NC(=O)CSc2ncnc3ccccc23)sc(C(C)=O)c1C | 1 | 2% | 4% | 0% | -10% | -2% | -8 | 3% | 0% | 42% | -2.0%
Cc1c(/N=C/c2ccco2)n(Cc2ccccc2)c2ccccc12 | 1 | -3% | -2% | ? | -2% | -1% | -1 | 5% | · | -6% | -0.8%
Cc1ccc(-c2cc(C(=O)N3CCOCC3)c3ccccc3n2)cc1 | -2 | -10% | -6% | -5% | -5% | -3% | 22 | -7% | -14% | -10% | 0.0%
CC/C(=N\NC(=O)C(N)=O)c1ccccc1O | 10 | -1% | -7% | 3% | -8% | 1% | 11 | 1% | 1% | -5% | -1.6%
Cc1c2cnn(CC(=O)O)c(=O)c2c(C)n1Cc1ccccc1 | 4 | 0% | -2% | 6% | 6% | 2% | -17 | 12% | -2% | -16% | -0.1%
COc1ccc(N(CC(=O)Nc2ccc(Cl)cc2)S(=O)(=O)c2c(C)n[nH]c2C)cc1 | -3 | 1% | -9% | 4% | · | 1% | 5 | 0% | 23% | ? | -1.2%
COC(=O)[C@@]12CCCCN1[C@H](c1ccc(-c3ccc(OC)cc3)cc1)[C@H]1C(=O)N(C)C(=O)[C@H]12 | · | 5% | -1% | -26% | · | · | -7 | 1% | · | 14% | 0.1%
COc1cccc(-c2csc(N3CCN(C(=S)Nc4ccccc4)CC3)n2)c1 | 0 | -5% | -1% | 7% | 2% | 3% | -3 | 4% | ? | -24% | -0.3%
CCC(=O)c1ccc(OCC(O)CN2CCc3ccccc3C2)cc1 (centres undefined) | 0 | -1% | -1% | 3% | -6% | 8% | 14 | -4% | -11% | -21% | -0.1%
O=P(c1ccccc1)(c1ccccc1)C1CCCO1 (centres undefined) | 1 | -1% | -3% | 2% | -1% | 2% | 21 | 0% | -2% | 7% | 0.1%
C=C(C)CC(NCCc1ccccc1)c1ccco1 (centres undefined) | 2 | 12% | 4% | -1% | 8% | -1% | 6 | 1% | ? | 0% | -0.9%
COc1ccc(NC(=O)Cn2nnc(C(=O)Nc3ccc(F)c(Cl)c3)c2N)cc1OC | 0 | 0% | -8% | -2% | 4%[0.46 µM] | -2% | -4 | -15% | 5% | -55%[inhibitor] | 0.3%
Cc1ccc(CN2C(=O)CCC2C(=O)N2CCN(c3ccc(F)cc3)CC2)cc1 (centres undefined) | 3 | 0% | -3% | 0% | -2% | -2% | 13 | 2% | -13% | 11% | -0.3%
O=C(Nc1ccccc1Cl)N1CCN(c2ccc3nnc(-c4ccccc4)n3n2)CC1 | 0 | 1% | 3% | -6% | -11% | 2% | ? | -9% | -7% | -11% | 0.3%
CCCC(=O)NCCCc1nc2ccccc2n1C(C)C | -1 | -6% | -7% | 5% | 0% | 0% | 13 | 6% | -2% | 1% | -1.7%
CN(Cc1ccccc1)C(=O)CN(c1ccc(F)cc1)S(=O)(=O)c1ccc2c(c1)OCCO2 | 2 | -1% | -2% | -1% | -4% | 0% | -11 | 3% | 2% | -8% | -0.9%
Cc1ccc(C)c(NC(=O)CSc2nnc(CCCCCNC(=O)OC(C)(C)C)o2)c1 | 1 | 1% | -14% | 1% | 16% | 0% | -1 | ? | -17% | -14% | -0.1%
CCc1ccccc1N(C(=O)c1snc(C(N)=O)c1N)C(C(=O)NCC1CCCO1)c1ccc(N(C)C)cc1 (centres undefined) | 0 | 1% | 2% | 42%[activator] | 5% | 14% | -12 | 0% | -12% | 37% | 3.0%
O=C(NCc1nnc(SCc2ccc(F)cc2)n1-c1ccccc1)C12CC3CC(CC(C3)C1)C2 | 2 | 0% | -2% | -3% | 11% | -2% | -2 | ? | ? | 44% | -0.6%
Cc1noc(C)c1S(=O)(=O)N1CCC(C(=O)N2CCC(N3CCCCC3)CC2)CC1 | -5 | -2% | -1% | 2% | -6% | 0% | 23 | ? | -11%[11.7 µM] | -17% | -0.5%
COc1cccc(C(=O)OCC(=O)Nc2cc(C)on2)c1OC | · | 4% | 2% | -1% | · | · | 3 | 1% | · | 1% | -0.5%
CCSc1ccc([C@@H]2[C@@H]3C(=O)N(CC)C(=O)[C@@H]3[C@]3(C(=O)OC)CCCCN23)cc1 | · | -15% | 3% | -7% | · | · | -3 | 0% | · | -6% | 0.0%
O=C(NCc1ccccc1)c1ccccc1OCC(=O)N1CCCCC1 | 7 | 3% | -8% | -1% | 6% | -3% | 3 | 1% | -12% | -11% | -0.1%
CC(NC(=O)c1cccc(OC2CCN(C(=O)C3CC3)CC2)c1)c1ccc(F)cc1 (centres undefined) | 1 | -2% | 0% | -3% | -4% | 1% | -1 | -4% | -12% | -1% | 0.4%
c1ccc(-c2cnc(-c3ccccc3)nc2)cc1 | 1 | -1% | -8% | 4% | -13% | 0% | -11 | ? | · | ? | 0.0%
CC1(C)N=C(/C=N/O)C=[N+]1[O-] | 2 | 3% | -4% | 1% | -1% | 0% | 4 | -10% | 16% | 6% | -0.2%
CCOc1cccc(/C(O)=C2/C(=O)C(=O)N(CCN3CCOCC3)C2c2cccnc2)c1 (centres undefined) | -1 | -3% | -5% | 2% | 4% | 5% | 6 | -5% | -2% | 11% | -0.1%
COc1ccccc1C(=O)COC(=O)CNC(=O)c1ccc(Br)o1 | · | 0% | -1% | -2% | · | · | 7 | 0% | · | -15% | -0.2%
CCC(=O)Nc1cccc(C2=NOC3(C2)C[C@@H](C(N)=O)N(C(=O)COc2ccc(Cl)cc2)C3)c1 (some centres undefined) | 3 | -1% | 1% | -1% | -4% | 4% | 12 | -15% | · | 0% | -0.4%

Some of the compounds tested; rates above refer to the full screens.
